Screening data (PubChem)
Myeloid diff MLP – myeloid differentiation induction. ER-HoxA9 myeloid progenitors, lysozyme-GFP differentiation, flow cytometry. calls only at 10 µM. 360,000 compounds, 1% hits. AID 624256;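 active = normalized GFP-positive differentiation at or above the plate's own cutoff, the solvent-only control mean plus 3 SD; inconclusive = no clear call, values can overlap the other calls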;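 also: cells exposed to compound for four days before flow analysis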
T cell HTS – modulates CD8 T cell binding to vesicles; 2C CD8+ T cell-vesicle binding, flow cytometry; hits give low values; calls only at 7 µM; 330,000 compounds, 0.068% hits;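 active = response, share of CD8 T cells binding vesicles, and their 90th percentile fluorescence all below set limits, cut at about 80% in these data, passing the limit was not always enough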
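Incubation: binding step 1.5 h, 37 °C, antibody labelling 20 min, ice; system: murine 2C transgenic CD8+ T lymphocytes; technique: cytometric PE anti-B7-1 and Alexa647 anti-CD8 signals after 1% paraformaldehyde fixation; also added: QL9-charged Drosophila Ld/ICAM-1/B7-1 vesicles; control set: naked versus QL9-loaded vesicles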
T cell HTS vesicle-bound % – further read-out of T cell HTS, marked with its call; double positive events, %; measured here: CD8+ vesicle-bound cell fraction;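 binding gate set so that unloaded-vesicle control wells show 10% double positive cells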
Myeloid diff MLP GFP+ MAC1+ % – second read-out of Myeloid diff MLP, no call of its own (marks repeat the call); GFP+ MAC1+ double positive, %; measured here: differentiation confirmed by MAC1 staining
Numbers without * were called inactive; i = inactive; ? = inconclusive; · = not tested or not shown.

Under each structure – T cell HTS vesicle-bound % | T cell HTS | Myeloid diff MLP GFP+ MAC1+ % | Myeloid diff MLP
O=C(Nc1ccncc1)C1CCN(S(=O)(=O)c2ccc(Cl)cc2)CC1
  33 | i | 0.6 | i
COc1ccc(OC)c(NC(=O)c2cc(S(=O)(=O)N(C)C)ccc2N2CCCC2)c1
  5 | i | 0.7 | i
Cc1cc(NC(=O)C(C)SCC(=O)Nc2ccc(Br)cc2Br)no1 (configuration not stated)
  56 | i | 1.5 | i
Cc1cccc(OCCNC(=O)c2ccc(Cl)c(S(=O)(=O)NCc3cccnc3)c2)c1
  21 | i | · | ?
CN(C)C(=O)c1ccc(NC(=O)c2cccc(S(=O)(=O)N3CCCCCC3)c2)cc1
  41 | i | 0.3 | i
O=C(CN1C(=O)NC2(CCCCCC2)C1=O)Nc1ccc(Cl)c([N+](=O)[O-])c1
  51 | i | 1.5 | i
O=C(CN1C(=O)NC2(CCCc3ccccc32)C1=O)c1ccc(F)cc1 (configuration not stated)
  38 | i | 0.4 | i
Cc1ccc(NC(=O)CN(C)C(=O)CSc2nnc(N)s2)cc1
  45 | i | 0.4 | i
COC(=O)c1ccc(OCC(=O)NCCC2=CCCCC2)c(OC)c1
  43 | i | 0.2 | i
C[C@]12c3[nH]c4ccccc4c3CCN1C(=O)C(CC(=O)NCCCn1ccnc1)C[C@@H]2C(=O)N1CCOCC1 (some centres not stated)
  16 | i | 0.3 | i
NC(=O)Nc1ccc(C(=O)OCC(=O)NCc2ccc3c(c2)OCO3)cc1
  28 | i | 0.2 | i
Cc1ccc(C(=O)C(C)OC(=O)CCN=C2NS(=O)(=O)c3ccccc32)cc1 (configuration not stated)
  26 | i | 0.4 | i
COc1cc(NC(=O)COc2ccc(-n3cnnn3)cc2)cc(OC)c1OC
  48 | i | 1.3 | i
CC(=O)[C@@]1(O)CCC2C3CC[C@H]4C[C@@H](O)CC[C@]4(C)C3CC[C@@]21C (some centres not stated)
  30 | i | 1.0 | i
CCc1cccc2c(C(=O)COC(=O)c3cnc(C)cn3)c[nH]c12
  35 | i | 1.3 | i
COc1ccc(CN(C)C(=O)c2ccccc2OCc2c(C)noc2C)c(OC)c1
  27 | i | 1.4 | i
C[C@H](CO)N1C[C@H](C)[C@@H](CN(C)S(=O)(=O)c2ccc(F)cc2)Oc2ccc(NC(=O)c3ccncc3)cc2C1=O
  14 | i | 0.4 | i
O=C1CC[C@H](N2C(=O)c3ccccc3C2=O)C(=O)N1
  15 | i | 1.1 | i
COc1ccccc1C(=O)NC(=O)COC(=O)c1ccc([N+](=O)[O-])cc1
  37 | i | 1.3 | i
O=C(c1ccc(-n2cncn2)c([N+](=O)[O-])c1)N1CCN(S(=O)(=O)c2c(F)cccc2F)CC1
  34 | i | 0.5 | i

In a second layout: results already given.
Compound,T cell HTS vesicle-bound %,T cell HTS,Myeloid diff MLP GFP+ MAC1+ %,Myeloid diff MLP
Cc1ccc(NC(=O)CN(C)C(=O)CSc2nnc(N)s2)cc1,45,i,0.4,i
O=C1CC[C@H](N2C(=O)c3ccccc3C2=O)C(=O)N1,15,i,1.1,i
Cc1ccc(C(=O)C(C)OC(=O)CCN=C2NS(=O)(=O)c3ccccc32)cc1 (configuration not stated),26,i,0.4,i

Continuation:
Under each structure – T cell HTS vesicle-bound % | T cell HTS | Myeloid diff MLP GFP+ MAC1+ % | Myeloid diff MLP
C[C@H]1COC(=O)[C@@H](Cc2ccc(F)cc2)C/C=C\C[C@H](CC(=O)NCCO)C(=O)N1
  6 | i | 0.7 | i
Cc1onc(-c2ccccc2)c1C(=O)N(C)CC(=O)Nc1ccc(F)c(F)c1F
  35 | i | 0.5 | i
COc1ccc(C(C)=O)cc1CSc1ccc(S(=O)(=O)N2CCCCC2)cn1
  30 | i | 0.4 | i
O=C(Nc1ccc(Cl)c(S(=O)(=O)N2CCOCC2)c1)c1ccncc1
  52 | i | 0.8 | i
O=C(CCC(=O)Nc1ccccc1Cl)NNC(=O)C1CCCCC1
  33 | i | 1.6 | i
O=C(c1ccc(S(=O)(=O)Nc2ccccc2)cc1)N1CCCC1
  30 | i | 1.5 | i
CC(=O)N1CCN(C(=O)COC(=O)c2ccc(S(C)(=O)=O)cc2)CC1
  13 | i | 0.9 | i
Cc1ccc(NC(=O)C(=O)NCCCN2CCCC2=O)cc1
  37 | i | 0.3 | i
O=C(COC(=O)c1ccc(Cl)nc1)Nc1ccc2c(c1)CCC2
  50 | i | 1.5 | i
O=C(CCCOc1ccccc1)NNC(=O)c1ccc(Cl)cc1
  28 | i | 0.4 | i
CCN(CC1COc2ccccc2O1)C(=O)c1ccc(Cl)c(S(=O)(=O)N2CC(C)OC(C)C2)c1 (configuration not stated)
  32 | i | 1.6 | i
CCSc1nnc(NC(=O)CCNC(=O)c2ccccc2Cl)s1
  9 | i | 0.4 | i
Cc1cc(C)c2nc(N3C(=O)C(O)=C(C(=O)c4ccco4)C3c3ccc(O)cc3)sc2c1 (configuration not stated)
  26 | i | 0.3 | i
CCCCc1nnc(NC(=O)c2ccccc2OCc2c(C)noc2C)s1
  30 | i | 1.0 | i
COc1ccccc1OCCNC(=O)C(CCSC)NC(=O)c1ccccc1Cl (configuration not stated)
  28 | i | 0.2 | i
CC(Sc1ccccc1)C(=O)NNC(=O)c1ccncc1 (configuration not stated)
  15 | i | 1.2 | i
CC1O[C@@H]2O[C@](O[C@H](C)CC[C@@H](C)O)(c3ccccc3)O[C@@H]2C[C@H]1O (some centres not stated)
  28 | i | 1.5 | i
C[C@H](CO)N1C[C@H](C)[C@@H](CN(C)C(=O)NC2CCCCC2)Oc2ccc(NC(=O)c3ccncc3)cc2C1=O
  24 | i | 2.0 | i
CS(=O)(=O)c1cccc(C(=O)Nc2nnc(C3=COCCO3)o2)c1
  50 | i | 0.3 | i
CCOc1c2ccccc2nn1CCO
  28 | i | 2.8 | i
CC(OC(=O)c1ccc(-c2ccc(O)cc2)cc1)C(=O)NC1CCCCC1C (configuration not stated)
  51 | i | 0.1 | i
Cc1ccc(S(=O)(=O)N2[C@@H](c3ccccc3)C(C(=O)O)=CC[C@H]2c2ccc3c(c2)OCO3)cc1
  48 | i | 2.0 | i
COc1ccc(C(=O)N2CCN(c3ccccc3Cl)CC2)cc1S(=O)(=O)NC1CC1
  63 | i | 0.6 | i
Cc1ccc(S(=O)(=O)N2CCN(c3ncnc4scc(-c5ccc(F)cc5)c34)CC2)cc1
  47 | i | 1.0 | i
O=C(NCCCN1CCOCC1)c1cn(-c2ccccc2)nc1-c1ccc(F)cc1
  47 | i | 1.4 | i
CCCCN1C(=N)N([C@@H](CN2CCC[C@H]2CN2C(N)=NC[C@@H]2Cc2ccccc2)C(C)C)C[C@H]1Cc1ccccc1
  11 | i | 2.4 | i
COc1cccc2c1[C@@H]1CN(CCCCn3c(=O)[nH]c4c(sc5ncc(-c6ccccc6)nc54)c3=O)C[C@@H]1CO2
  26 | i | 1.2 | i
COc1cc(NC(=O)CSc2nc3[nH]c(=O)cc(O)c3s2)cc(OC)c1OC
  15 | i | 0.5 | i
CCn1cnnc1SCC(=O)c1c(N)n(C2CC2)c(=O)[nH]c1=O
  34 | i | 0.8 | i
Cc1cc(C)c(C)c(S(=O)(=O)Nc2ccc3cn[nH]c3c2)c1C
  43 | i | 1.0 | i
CCCn1c(N)c(N(CCOC)C(=O)c2cc3c(s2)CCC(CC)C3)c(=O)[nH]c1=O (configuration not stated)
  3 | i | 0.6 | i
CN(C)S(=O)(=O)c1ccc(N2CCCC2)c(C(=O)N2CCN(S(=O)(=O)c3cccc(F)c3)CC2)c1
  47 | i | 0.3 | i
CC(Sc1ccccc1)C(=O)NCC(c1ccco1)N1CCCCC1 (configuration not stated)
  58 | i | 0.6 | i
CCOC(=O)c1c(C)[nH]c(C(=O)OCC(=O)N(CC(C)C)c2c(N)n(Cc3ccccc3)c(=O)[nH]c2=O)c1C
  47 | i | 2.3 | i
CC(NC(=O)CNC(=O)c1cccs1)c1cccc(C(F)(F)F)c1 (configuration not stated)
  37 | i | 0.6 | i
NS(=O)(=O)c1cc(C(=O)OCC(=O)Nc2ccc3c(c2)OCO3)ccc1Cl
  24 | i | 0.8 | i
O=C(COC(=O)c1ccc(O)cc1O)Nc1cc(-c2ccccc2)nn1-c1ccccc1
  41 | i | 1.3 | i
CCN(CC(=O)Nc1c(F)cccc1F)C(=O)c1ccc(OCc2c(C)noc2C)cc1
  26 | i | 0.5 | i
COc1ccc(-n2c(SCC(=O)N(C)C3CCS(=O)(=O)C3)nc3ccc(O)cc3c2=O)cc1OC (configuration not stated)
  11 | i | 1.5 | i
CN(Cc1ccccc1)C(=O)C1CCCN1S(=O)(=O)c1ccc(Cl)cc1 (configuration not stated)
  39 | i | 1.1 | i

A second format for 2 compounds above.
CC(=O)[C@@]1(O)CCC2C3CC[C@H]4C[C@@H](O)CC[C@]4(C)C3CC[C@@]21C (some centres not stated)
  T cell HTS vesicle-bound %: 30
  T cell HTS: i
  Myeloid diff MLP GFP+ MAC1+ %: 1.0
  Myeloid diff MLP: i
O=C(CN1C(=O)NC2(CCCCCC2)C1=O)Nc1ccc(Cl)c([N+](=O)[O-])c1
  T cell HTS vesicle-bound %: 51
  T cell HTS: i
  Myeloid diff MLP GFP+ MAC1+ %: 1.5
  Myeloid diff MLP: i

Further structures:
Under each structure – T cell HTS vesicle-bound % | T cell HTS | Myeloid diff MLP GFP+ MAC1+ % | Myeloid diff MLP
CCCCn1c(N)c(N(CC(C)C)C(=O)CSC(C)C(=O)Nc2cc(C)on2)c(=O)[nH]c1=O (configuration not stated)
  29 | i | 0.5 | i
CN(C)S(=O)(=O)c1ccc(Cl)c(C(=O)NNC(=O)c2ccc3c(c2)OCO3)c1
  44 | i | 0.1 | i
CC(C#N)Sc1ccc(S(=O)(=O)N2CCCCC2)cn1 (configuration not stated)
  36 | i | 1.1 | i
CCN(CC)S(=O)(=O)c1ccc(N2CCOCC2)c(NS(=O)(=O)c2cccs2)c1
  55 | i | · | ?
CCN1/C(=C/C=C/c2sc3ccccc3[n+]2CC)Sc2ccccc21
  49 | i | 6.2 | i
CCCCCCSc1cc(-c2nc3cnccn3c2NCc2ccccc2)ccc1OC
  13 | i | 1.9 | i
NC1=NC(=O)/C(=C/C=C/c2cccs2)S1
  31 | i | 0.4 | i
NS(=O)(=O)c1ccc(CNC(=O)c2cccc(S(=O)(=O)N3CCc4ccccc43)c2)cc1
  46 | i | 1.6 | i
CCOc1ccc(C=NNC(=O)c2ccc(-n3cnnn3)cc2)cc1
  49 | i | 0.8 | i
COc1ccccc1C(=O)NCCC(=O)N(C)Cc1cccnc1
  32 | i | 0.5 | i
COc1cc(C#Cc2c(-c3cncn3C)n(C)c3ccc(-c4ccc(OC)c(OC)c4)cc23)cc(OC)c1
  29 | i | 0.7 | i
C[C@@H]1[C@H]2[C@@H](O[C@@H]3O[C@H](CO)[C@@H](O)[C@H](O)[C@H]3O)OC=C(C(=O)O)[C@H]2C[C@@H]1O
  11 | i | 1.4 | i
CC1OC(OC2C(Oc3c(-c4ccc(O)cc4)oc4cc(O)cc(O)c4c3=O)OC(COC3O[C@@H](C)[C@H](O)[C@@H](O)C3O)C(O)C2O)C(O)C(O)C1O (some centres not stated)
  21 | i | 3.7 | i
C[C@@H]1CN([C@@H](C)CO)C(=O)c2cccc(NC(=O)C3CCOCC3)c2O[C@H]1CN(C)S(=O)(=O)c1ccc(Cl)cc1
  29 | i | 0.5 | i
COc1cccc(C(=O)OCC(=O)NCCC2=CCCCC2)c1
  53 | i | 0.7 | i
O=C(/C=C/c1cccc(F)c1)Nc1cc(S(=O)(=O)N2CCOCC2)ccc1Cl
  13 | i | 2.7 | i
O=C(COc1ccccc1[N+](=O)[O-])NCC1COc2ccccc2O1 (configuration not stated)
  36 | i | 0.8 | i
O=C(CSc1nc2[nH]ncc2c(=O)[nH]1)Nc1cccc(Cl)c1
  34 | i | 0.7 | i
CCN(Cc1nc2ccccc2c(=O)[nH]1)C(=O)c1cc(C2CC2)nn1-c1ccccc1
  56 | i | 0.7 | i
Cc1ccccc1NC(=O)NCc1ccccn1
  54 | i | 0.3 | i
COc1cc(N)c(Cl)cc1C(=O)OCC(=O)c1ccc2c(c1)NC(=O)CO2
  29 | i | 0.0 | i
CCOc1ccc(C(=O)NNC(=O)CCNC(=O)c2ccc(Br)cc2)cc1OC
  28 | i | 0.9 | i
CCC(c1nnc(SCC(=O)NNC(=O)c2ccccc2)n1Cc1ccccc1)N(C)C (configuration not stated)
  37 | i | 0.4 | i
CCOC(=O)c1c(C)[nH]c(C(=O)COC(=O)c2ccc([N+](=O)[O-])o2)c1C
  45 | i | 1.1 | i
CC1(c2nnc(Cc3ccccc3)o2)CC(c2ccccc2Br)=NO1 (configuration not stated)
  18 | i | 2.5 | i
N#Cc1ccccc1NS(=O)(=O)c1cc2c3c(c1)CCN3C(=O)CC2
  41 | i | 0.2 | i
O=C(NC1CCC(O)CC1)c1ccc(Br)o1 (configuration not stated)
  54 | i | 0.6 | i
Cn1cncc1C#Cc1ccc2c(=O)c3ccccc3oc2c1
  12 | i | 2.0 | i
CC(OC(=O)/C=C/c1ccccc1)C(=O)Nc1ccc(C(N)=O)cc1 (configuration not stated)
  42 | i | 0.1 | i

Some of the compounds tested (hit frequency here may not be typical).
